TRPC6 activator: mouse TRPC6 channel activators, primary screen, cell-based, HEK293, membrane potential dye; HEK293-TRPC6 membrane potential dye fluorescence; active compounds read high; B-score at 10 µM; 310,000 tested, 0.13% active; AID 2550, 2010;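 active = B-score of the integrated fluorescence ratio above library mean plus 3 SD, and starting fluorescence ratio within library mean plus 5 SD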;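 note: higher score means more depolarization so channel activation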
PolyA inh: polyadenylation inhibitors in yeast reporter cells, primary screen, luminescence, S. cerevisiae; S. cerevisiae SKY197-pL101 polyadenylation reporter, beta-gal luminescence; efflux-impaired pdr1/pdr3 knockout yeast; score 100 = 6 SD above DMSO; calls only at 12 µM; 300,000 tested, 0.02% active; AID 1875, 2009;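 active = lowest replicate activity score at least 50, where 100 means six control SD above control mean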;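 note: yeast exposed to compound for 9 h at 30 °C; higher score means more reporter readthrough which indicates perturbed polyadenylation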
TRPC4 inh: inhibitors of mouse TRPC4 channel, primary screen, Fluo4 calcium, HEK293 TRPC4beta/mu-opioid cells | Short transient receptor potential channel 4 (Mus musculus), Q9QUQ5 | AID 2247, 2010 | DAMGO-evoked Fluo4 calcium flux; active compounds read low | 300,000 tested, 0.39% active | B-score at 10 µM;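 active = B-score over 3 SD under the library average, no early fluorescence shift, positive overall ratio signal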
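Assay system: HEK293 cells with stable TRPC4beta plus mu-opioid receptor expression. Dosing: single dose. Measured by: Fluo4 Ca2+ flux fluorescence. Also added: DAMGO in two steps, submaximal then maximal. Read-out: B score from integrated Fluo4 fluorescence ratio.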
TRPC6 inh: mouse TRPC6 channel inhibitors, primary screen, cell-based, HEK293, membrane potential dye; B-score at 10 µM; ACh-evoked depolarization; active compounds read low; 310,000 tested, 1.1% active; Short transient receptor potential channel 6 (Mus musculus), Q61143;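 active = B-score under library mean minus 3 SD, initial fluorescence not abnormally high, positive integrated signal ratio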;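 note: B-score derived from integrated fluorescence ratio over the kinetic read; more negative B-score means stronger inhibition of depolarization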
AI-2 QS mod: Vibrio harveyi AI-2 quorum sensing modulators, primary screen, JMH597 strain, luminescence/OD600 ratio. Vibrio harveyi JMH597 AI-2 luminescence/OD600 ratio, 9 h; active compounds read low; strain lacks LuxN and CqsS sensors; 0 = neutral-control median. activity change, % at 7.5 µM. 300,000 tested, 0.4% active. AID 2094, 2009; in the data active = activity change below about -75%, passing the limit was not always enough;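 note: luminescence divided by OD600 gain over 9 h not by final OD600 alone; inactives centre near 13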
MrgX1 antagonist: antagonists of human MrgX1 receptor, primary screen, HEK293 cells, Fluo-4 calcium flux; Mas-related G-protein coupled receptor member X1 (Homo sapiens), Q96LB2; 310,000 tested, 1.3% active; B-score at 10 µM; BAM8-22 antagonism; active compounds read low;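 active = calcium-response B-score plate-corrected more than 3 library SD below zero, starting fluorescence within 5 deviations, no agonist response on first addition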;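 note: peak minus trough fluorescence over baseline after final BAM8-22 challenge near maximal dose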
Target sequence (Q96LB2 whole entry, looked up): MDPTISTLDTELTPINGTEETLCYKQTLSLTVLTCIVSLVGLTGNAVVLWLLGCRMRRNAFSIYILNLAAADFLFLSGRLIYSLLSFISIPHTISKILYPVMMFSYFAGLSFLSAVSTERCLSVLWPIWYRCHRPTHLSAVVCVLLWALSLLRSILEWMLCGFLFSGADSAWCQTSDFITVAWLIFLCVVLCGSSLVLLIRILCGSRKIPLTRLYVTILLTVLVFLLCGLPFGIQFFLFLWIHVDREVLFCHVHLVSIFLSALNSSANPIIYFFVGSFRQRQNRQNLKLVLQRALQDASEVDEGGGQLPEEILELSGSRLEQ
HIF activator: HIF pathway transcriptional activators, primary screen, cell-based, U2OS HRE-luciferase, luminescence | U2OS HRE-luciferase reporter; normalized: DMSO 0%, desferrioxamine 100% | activation, % at 7.5 µM (by protocol) | 300,000 tested, 0.32% active;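 active = mean activation of at least 10% of the iron chelator positive control signal, with at least half of replicates also reaching 10%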
TRPC4 act: activators of mouse TRPC4 channel, primary screen, Fluo4 calcium, HEK293 TRPC4beta/mu-opioid cells; B-score at 10 µM; Fluo4 calcium fluorescence; active compounds read high; Short transient receptor potential channel 4 (Mus musculus), Q9QUQ5; AID 2237, 2010; 310,000 tested, 0.49% active;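 active = B-score above 5 SD of library B-scores, and initial fluorescence ratio not above library mean plus 5 SD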;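 note: positive B-score marks a calcium rise read as TRPC4 activation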
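Assay system: HEK293 stable line with TRPC4beta plus mu-opioid receptor. Times: dye 45 min RT, read 110 s. Measured by: kinetic Fluo4 calcium fluorescence. Measure: B score of integrated ratio. Controls: assay buffer as low control, maximal DAMGO as high control.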
MrgX1 allo act: positive allosteric modulators of MrgX1, primary screen, HEK293 cells, Fluo-4 calcium flux | FDSS; active compounds read high | B-score at 10 µM | 310,000 tested, 0.63% active;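 active = plate-corrected calcium response at least 3 library SD above typical, normal starting fluorescence, not activating the receptor alone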;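 note: compound read alongside a low EC10 to EC30 dose of BAM8-22 agonist; peak minus trough fluorescence over baseline measured at the second addition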
TRPC4 PAM: positive allosteric modulators of TRPC4, primary screen, cell-based, mouse TRPC4beta, HEK293 mu-opioid, Fluo-4 calcium. Short transient receptor potential channel 4 (Mus musculus), Q9QUQ5. 310,000 tested, 0.42% active. DAMGO EC20, Fluo-4 Ca2+ flux; active compounds read high. B-score at 10 µM;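 active = B-score of calcium response area above 5 SD of library B-scores, with initial fluorescence ratio within 5 SD of library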;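 note: B-score of integrated fluorescence ratio over time as area under calcium response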
MrgX1 agonist: agonists of human MrgX1 receptor, primary screen, HEK293 cells, Fluo-4 calcium flux; B-score at 10 µM; AID 588627, 2011; 310,000 tested, 0.44% active; Fluo-4 calcium fluorescence, agonist mode; active compounds read high; Mas-related G-protein coupled receptor member X1 (Homo sapiens), Q96LB2;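 active = calcium response B-score plate-corrected fluorescence ratio at least 3 library SD, with starting fluorescence B-score inside 5 SD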
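System – MrgX1-expressing HEK293 cells · Incubation – cells plated overnight, dye loaded 0.5 h 37 °C, 0.5 h room temperature · Technique – kinetic Fluo-4 NW fluorescence of intracellular calcium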
* = called active by the depositor; i = inactive; / = not tested or not shown. An excerpt; count on the stated rates, not on these rows.

SMILES | TRPC6 activator | PolyA inh | TRPC4 inh | TRPC6 inh | AI-2 QS mod | MrgX1 antagonist | HIF activator | TRPC4 act | MrgX1 allo act | TRPC4 PAM | MrgX1 agonist
COc1ccc(C(=O)N/C(=C/c2cccs2)C(=O)NCCCn2ccnc2)cc1OC | i | i | i | i | 21.4 | i | -0.1 | i | i | i | i
Cc1cc(C(=O)Nc2ccc3c(c2)OCO3)cs1 | i | i | i | i | 9.8 | i | 1.6 | i | i | i | i
CC(C)Cn1c(N)c(C(=O)CSc2ncnc3sc4c(c23)CCCC4)c(=O)n(C)c1=O | i | i | i | i | 22.5 | i | -0.2 | i | i | i | i
COC(=O)[C@H](CCSC)NC(=O)NCc1ccc(S(N)(=O)=O)cc1 | i | i | i | i | 21.0 | i | -0.2 | i | i | i | i
N#CCCN1C(=O)C2(OCCO2)c2ccccc21 | i | i | i | i | 29.9 | i | -0.4 | i | i | i | i
Cc1ccc2c(CSc3nnc4ccccn34)cc(=O)oc2c1C | i | i | i | i | 13.9 | i | 1.1 | i | i | i | i
CCCN1CCC(=O)N([C@H](CSc2ccccc2)Cc2ccccc2)CC1 | i | i | i | i | 10.3 | i | 0.1 | i | i | i | i
Cc1ccc2c(c1)C(c1ccncc1)=NNC(c1cccnc1)=N2 | i | i | i | i | -0.1 | i | -0.6 | i | i | i | i
Cc1cccc(NC(=O)CSc2ccc(-c3ccco3)nn2)c1 | i | i | i | i | -15.9 | i | 0.0 | i | i | i | i
COc1cccc(NC(=O)Nc2ccccc2Br)c1 | i | i | i | i | 20.1 | i | 1.5 | i | i | i | i
CCOC(=O)c1c(=O)n(O)c2ccc(C)cc2[n+]1[O-] | i | i | i | i | 7.2 | i | 0.0 | i | i | i | i
COc1ccc(-c2nn(-c3ccccc3)cc2C=O)cc1[N+](=O)[O-] | i | i | i | i | 4.7 | i | -0.4 | i | i | i | i
O=C(c1ccccc1C(F)(F)F)N1CCN(S(=O)(=O)c2ccccc2)CC1 | i | i | i | i | 1.1 | i | -0.4 | i | i | i | i
Cc1cc(C(=O)c2ccc(Cl)cc2)c(NC(=O)CCl)s1 | i | i | i | i | 5.3 | i | 0.4 | i | i | i | i
Cc1ccc(CN2CCN(Cc3ccc4c(c3)OCCO4)CC2CCO)cc1 (configuration not stated) | i | i | i | i | 25.3 | i | 0.7 | i | i | i | i
Cc1cccc(NC(=S)/N=C(\N)Nc2nc(C)c3ccccc3n2)c1 | i | i | i | i | 1.8 | i | 0.3 | i | i | i | i
COc1ccc(S(=O)(=O)Nc2cc(C(C)C)c(O)cc2C)cc1 | i | i | i | i | 15.1 | i | 0.1 | i | i | i | i
CCOC(=O)c1ccc(NC(=O)Nn2cnnc2)cc1 | i | i | i | i | 25.6 | i | 0.5 | i | i | i | i
COc1ccccc1CN1CCCC(C(=O)N2CCCCC2)C1 (configuration not stated) | i | i | i | i | 13.2 | i | 1.0 | i | i | i | i
CC(=O)Nc1cccc(N(C)C)c1 | i | i | i | i | 27.8 | i | 0.4 | i | i | i | i
O=C(CSc1ccccn1)Nc1ccc2ccccc2c1 | i | i | i | i | 15.1 | i | 3.5 | i | i | i | i
CN(C)c1ccc(/C=N/OC(=O)Nc2ccccc2Cl)cc1 | i | i | i | i | 23.0 | i | 1.1 | i | i | i | i
Cc1ccc(S(=O)(=O)NCCOc2cc(C)ccc2C)cc1 | i | i | i | i | 17.0 | i | -0.2 | i | i | i | i
O=C(COC(=O)c1ccco1)Nc1ccc2c(c1)OCCO2 | i | i | i | i | 3.7 | i | 0.3 | i | i | i | i
O=C(Nc1cccc2ncccc12)c1ccccc1Cl | i | i | i | i | 0.4 | i | -0.5 | i | i | i | i
O=C(Nc1cccc(C(F)(F)F)c1)C1CCCN(S(=O)(=O)c2cnc[nH]2)C1 (configuration not stated) | i | i | i | i | 16.0 | i | -0.7 | i | i | i | i
CN1CCC(OC(c2ccccc2)c2ccccc2)CC1 | i | i | i | -6.61* | 22.0 | i | -0.2 | i | i | i | i
COc1ccccc1CCCNC(=O)C1CCC(=O)N(CCCN2CCCC2=O)C1 (configuration not stated) | i | i | i | i | 6.0 | i | 0.9 | i | i | i | i
Cc1ccc(NC(=O)NCCCN2CCCC2=O)c(C)c1 | i | i | i | i | 23.9 | i | -0.5 | i | i | i | i
CC(C)c1ccccc1NC(=O)c1ccc2ncsc2c1 | i | i | i | i | 10.0 | i | -0.4 | i | i | i | i
O=C(CSc1nnc2ccccn12)Nc1cccc(-c2nc3ccccc3s2)c1 | i | i | i | i | 27.8 | i | -13.3 | i | i | i | i
CCCc1cc(=O)[nH]c2nnc(SCC(=O)Nc3nnc(SCC)s3)n12 | i | i | i | i | 22.9 | i | 0.0 | i | i | i | i
COc1ccc(C2CC(c3ccc(F)cc3)n3nc(NS(C)(=O)=O)nc3N2)cc1 (configuration not stated) | i | i | i | i | 26.7 | i | 0.0 | i | i | i | i
Cn1cc(Cl)c(C(=O)NNC(=S)Nc2cccc(Cl)c2)n1 | i | i | i | i | 25.5 | i | 0.6 | i | i | i | i
O=C(COc1ccc2ccccc2c1)NNC(=O)C(=O)Nc1ccccc1 | i | i | i | i | 12.1 | i | -0.1 | i | i | i | i
O=C(Cn1cc[n+](CC(=O)c2ccccc2)c1)c1ccccc1 | i | i | i | i | 16.7 | i | -0.1 | i | i | i | i
COc1c(C)cc(S(=O)(=O)N2CCOCC2)c(C)c1C | i | i | i | i | 28.7 | i | -0.2 | i | i | i | i
COc1cc(NC(=S)Nc2ccc3c(c2)OCCO3)cc(OC)c1OC | i | i | i | i | 1.5 | i | 2.5 | i | i | i | i
CCOC(=O)c1sc2nc(CSc3ccccc3)nc(NCCN(C)C)c2c1C | i | i | -5* | i | 10.2 | i | 0.5 | i | i | i | i
O=[N+]([O-])c1ccccc1Oc1ncccc1[N+](=O)[O-] | i | i | i | i | 28.9 | i | -0.3 | i | i | i | i
CCN(CC(=O)Nc1c(F)cccc1F)C(=O)c1cccc(S(=O)(=O)NCc2ccccc2)c1 | i | i | i | i | 24.5 | i | 0.8 | i | i | i | i
COc1ccc(-n2c(SCC(=O)NCc3ccco3)nc3sc4c(c3c2=O)CCN(C)C4)cc1 | i | i | i | i | 22.5 | i | 1.5 | i | i | i | i
COc1cc(/C=C(/C#N)C(=O)Nc2ccc(Cl)cc2)ccc1Oc1nc(Cl)ncc1F | i | i | i | i | 31.1 | i | 0.2 | i | i | i | i
COc1c(C(=O)Nc2ccc(Br)cn2)ccc2ccccc12 | i | i | i | i | -4.1 | i | 1.0 | i | i | i | i
O=C(NC1CCCCC1)C1CCN(C(=O)c2ccc(-c3ccccc3)cc2)CC1 | i | i | i | i | 27.2 | i | -1.3 | i | i | i | i
Cc1cccc(C)c1NC(=O)C[n+]1cc(-c2ccccc2)n2c1CCC2 | i | i | i | i | 10.7 | i | -0.2 | i | i | i | i
CCOC(=O)N1CCC(NC(=O)Cn2ncc3c4ccccc4n(C)c3c2=O)CC1 | i | i | i | i | 13.4 | / | -0.1 | i | / | i | /
CCOC(=O)c1ccc(N2CCN(C(C)=O)CC2)c(NC(=O)c2cccnc2)c1 | i | i | i | i | 19.1 | i | -0.6 | i | i | i | i
O=C(Nc1ccccn1)c1cc2ccccc2o1 | i | i | i | i | -13.3 | i | -3.2 | i | i | i | i
CC(=O)COc1ccc2c3c(c(=O)oc2c1)CCCC3 | i | i | i | i | 16.7 | i | 0.8 | i | i | i | i
(next part)
SMILES | TRPC6 activator | PolyA inh | TRPC4 inh | TRPC6 inh | AI-2 QS mod | MrgX1 antagonist | HIF activator | TRPC4 act | MrgX1 allo act | TRPC4 PAM | MrgX1 agonist
CN1CCC(N(C)C(=O)/C(C#N)=C/c2ccccc2)CC1 | i | i | i | i | 24.7 | i | -31.4 | i | i | i | i
COc1ccc(/C=C2/C(=O)OCc3cc(OC)c(OC)cc32)cc1 | i | i | i | i | 1.9 | i | 0.1 | i | i | i | i
O=c1c2cc(-c3ccccc3)sc2nc2n1CCC2 | i | i | i | i | 5.2 | i | -1.0 | i | i | i | i
CCOC(=O)C1=C(Nc2ccc(Br)cc2)CC(C)(O)C(C(=O)OCC)C1c1ccccc1 (configuration not stated) | i | i | i | i | 8.8 | i | 1.3 | i | i | i | i
COc1ccc(NC(=O)C2CCN(S(=O)(=O)c3ccc4c(c3)CC(C)N4C(C)=O)CC2)c(OC)c1 (configuration not stated) | i | i | i | i | / | i | -0.3 | i | i | i | i
C/C(CC(=O)Nc1cccc(Cl)c1Cl)=N\NC(=O)c1ccccc1N | i | i | i | i | 6.6 | i | 2.0 | i | i | i | i
CN(C)S(=O)(=O)c1ccc(NC(=O)C2CCCN(C(=O)c3ccc(Cl)cc3)C2)cc1 (configuration not stated) | i | i | i | i | 14.3 | i | -0.1 | i | i | i | i
O=C(CCN1C(=O)C2C3C=CC(C3)C2C1=O)N1CCN(c2ccccc2F)CC1 (configuration not stated) | i | i | i | i | 28.2 | i | 0.2 | i | i | i | i
COc1ccc(CCNC(=O)c2ccco2)cc1 | i | / | i | i | 11.4 | i | / | i | i | i | i
NC(=O)c1sc2nc(-c3ccccc3)c3c(c2c1N)CCCC3 | i | i | i | i | 9.1 | i | 1.6 | i | i | i | i
O=C1C(=O)N(CCCO)C(c2ccccc2)/C1=C(\O)c1ccc(Br)cc1 (configuration not stated) | i | i | i | i | 3.2 | i | -0.1 | i | i | i | i

Structures listed so far that bear a hit mark in TRPC4 inh.
Compound | TRPC6 activator | PolyA inh | TRPC4 inh | AI-2 QS mod | MrgX1 antagonist | TRPC4 act | TRPC4 PAM | MrgX1 agonist
CCOC(=O)c1sc2nc(CSc3ccccc3)nc(NCCN(C)C)c2c1C | i | i | -5* | 10.2 | i | i | i | i
